TEAD-YAP block – TEAD-YAP interaction inhibition; HEK-TIYL cells, TEAD-Gal4/YAP UAS-luciferase luminescence; inhibition, % at 9.12 µM; hit rate 1.4% among 640,000; in the data active = inhibition above about 32%;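 note: 0% = median of test compound wells and 100% = reference inhibitor wells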
GPR151 activ – activates the human receptor GPR151; hit rate 1% among 650,000; AID 1508602; activation, % at 11.2 µM; Q8TDV0; PathHunter beta-arrestin GPR151 cells, luminescence; in the data active = activation above about 4.9%;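 note: 0% = median of compound wells and 100% = cells with positive control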
Target sequence (Q8TDV0 whole entry, looked up): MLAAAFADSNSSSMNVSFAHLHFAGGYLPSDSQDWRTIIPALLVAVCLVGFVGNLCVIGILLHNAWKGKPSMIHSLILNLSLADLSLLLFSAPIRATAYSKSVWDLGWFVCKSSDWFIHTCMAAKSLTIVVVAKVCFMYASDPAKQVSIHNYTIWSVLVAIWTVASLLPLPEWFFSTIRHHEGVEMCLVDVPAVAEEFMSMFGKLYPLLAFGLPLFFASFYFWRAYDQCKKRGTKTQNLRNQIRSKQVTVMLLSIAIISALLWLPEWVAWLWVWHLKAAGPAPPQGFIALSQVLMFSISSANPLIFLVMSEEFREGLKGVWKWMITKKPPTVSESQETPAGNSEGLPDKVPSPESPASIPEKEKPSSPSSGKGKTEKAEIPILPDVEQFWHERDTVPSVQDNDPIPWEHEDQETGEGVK
FBW7 activator – activators of human E3 ligase FBW7 | AlphaScreen FBW7–phospho-cyclin E peptide binding, activator screen | normalized activity (activation), % at 26.1 µM | hit rate 0.13% among 650,000 | AID 1259310; in the data active = normalized activity above about 1.9%;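 note: purified mutant Fbw7 with reduced substrate affinity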
MITF primary – human MITF inhibition, primary screen; hit rate 0.91% among 650,000; AlphaScreen MITF homodimerization, bead proximity signal; inhibition, % at 2.6 µM; in the data active = inhibition above about 50%;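 note: 0% = vehicle wells with protein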
Target sequence (O75030 whole entry, looked up): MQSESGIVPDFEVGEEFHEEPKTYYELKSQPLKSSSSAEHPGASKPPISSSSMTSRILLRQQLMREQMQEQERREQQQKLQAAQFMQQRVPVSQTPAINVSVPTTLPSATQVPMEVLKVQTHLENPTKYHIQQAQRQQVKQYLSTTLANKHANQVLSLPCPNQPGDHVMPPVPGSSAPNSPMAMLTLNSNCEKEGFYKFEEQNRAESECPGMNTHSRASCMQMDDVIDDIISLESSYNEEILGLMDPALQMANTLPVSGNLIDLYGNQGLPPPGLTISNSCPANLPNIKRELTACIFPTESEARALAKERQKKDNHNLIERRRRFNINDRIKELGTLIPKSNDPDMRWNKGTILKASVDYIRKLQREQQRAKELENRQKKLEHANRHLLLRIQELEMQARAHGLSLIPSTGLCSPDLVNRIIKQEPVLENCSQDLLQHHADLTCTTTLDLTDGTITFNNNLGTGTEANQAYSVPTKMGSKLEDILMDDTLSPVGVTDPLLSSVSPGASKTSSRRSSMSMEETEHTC
Active calls of the source: *; & = joins results of further samples.

Every second line gives: TEAD-YAP block, GPR151 activ, FBW7 activator, MITF primary
CCc1ccccc1NC(=O)C(OC(=O)c1ccccc1)C(OC(=O)c1ccccc1)C(=O)O (centres undefined)
→ 4.5, 4.8, 0.3, 12.7
Cc1sc2ncn(CC(=O)NCCCC(=O)N3CCCCCC3)c(=O)c2c1C
→ 4.6, 2.5, 0.3, 6.6
O=C(Nc1ccc(Cl)cc1)c1cccc(-n2cnnn2)c1
→ -4.6, 0.3, 0.6, -2.5
CCc1ccc2c(CC(=O)Nc3ccc4c(c3)OCO4)coc2c1
→ -29.2, 0.5, 0.8, 2.0
CN1CCN(c2ccc(-c3nc(NCc4ccccc4)c4ncn(CCN5CCCC5=O)c4n3)cc2)CC1
→ 8.8, -0.7, -0.2, -1.6
Cc1c(OC(C)C(=O)O)ccc2c(-c3ccccc3)cc(=O)oc12 (centres undefined)
→ -14.5, -0.5, 0.1, 15.0
O=c1[nH]cc(NCc2ccccc2)c(=O)[nH]1
→ -8.4, -1.6, -0.1, -3.6
COc1ccc(C2C(C#N)=C(N)Oc3n[nH]c(C)c32)cc1CN1CCOCC1 (centres undefined)
→ 5.0, -0.5, 0.0, 6.4
O=C(CN(c1ccc(Br)cc1)S(=O)(=O)c1ccccc1)Nc1ccccc1NS(=O)(=O)c1ccccc1
→ 0.4, -1.1, 0.1, 6.4
COC(=O)N/N=C/c1ccc(OC(F)F)cc1OC(F)F
→ 9.0, 0.5, -0.1, 22.6
O=C1C2ON(c3ccccc3)C(c3ccccn3)C2C(=O)N1c1cccc(C(F)(F)F)c1 (centres undefined)
→ -5.0, 0.0, -0.1, 4.7
CC1(C)CC(=O)C2=C(C1)OC(N)=C(C#N)C2c1ccccc1OC(=O)N1CCOCC1 (centres undefined)
→ 2.2, 3.2, -0.1, -12.7
CC(C)n1cnc2c(NCc3cccc(C(F)(F)F)c3)nc(-c3cccs3)nc21
→ 8.8, -1.3, 0.2, 7.7
Cc1ccc(NC(=O)CSc2nc3c(sc(=S)n3-c3ccc(C)c(C)c3)c(=O)n2-c2ccccc2C)cc1
→ 8.4, 1.5, 0.4, 8.9
Cc1cc2nc(C3CCN(Cc4nnnn4Cc4ccco4)CC3)[nH]c2cc1C
→ 4.1, -1.4, 0.2, 5.4
CCOc1ccccc1OCCCN1CCNCC1
→ -5.4, 0.3, -0.1, -8.2
COC(=O)c1ccc(SCC(=O)NCC2CCCO2)c([N+](=O)[O-])c1 (centres undefined)
→ -0.3, 0.9, 0.1, 1.4
CCCCOC(=O)C1=C(C)NC2=C(C(=O)CC(C)(C)C2)C1c1ccc(OC)c(OC)c1OC (centres undefined)
→ -10.5, 0.3, -0.1, -1.3
NC(=O)c1ccccc1N=Cc1ccc(Cl)cc1
→ -0.5, 3.3, 0.9, 7.2
COc1cccc(NC(=O)N2CCN(c3cccc(C)c3C)CC2)c1
→ -1.0, 2.7, 0.0, 14.4
CC(=O)Nc1ccc2nc(-c3ccccc3)oc2c1
→ -36.9, -0.9, 0.6, 9.3
CC1(C)CC(=O)c2cnc(NC3OC(=O)c4ccccc43)nc2C1 (centres undefined)
→ 2.8, 1.7, -0.1, 7.2
CC(C)n1c(-c2cccc(N)c2)nc2c(NCCO)ncnc21
→ -2.9, 0.6, 0.2, 4.7
CO[C@H]1[C@H](NC(=O)c2ccco2)c2ccccc2C12CCN(Cc1cn(C)nc1C)CC2
→ -7.7, 0.2, 0.1, 7.1
CCN(CC)S(=O)(=O)c1cccc(-c2nnc(SC)n2-c2ccccc2)c1
→ 6.1, -0.1, -0.3, 3.4
COc1ccccc1C(=O)N/C(=C\c1ccc2c(c1)OCO2)C(=O)NCCCCCC(=O)O
→ -2.9, 1.0, -0.2, -0.2
C/C(CC(=O)NCCCN1CCOCC1)=N\NC(=O)COc1ccc(Cl)cc1
→ 11.9, 0.8, -0.5, 8.0
O=C(Cn1cnc2ccccc21)Nc1cccc(-c2cn3c(n2)SCC3)c1
→ 4.3, -0.2, -0.1, 7.2
CCC(CC)C(=O)Nc1cc([N+](=O)[O-])ccc1Cl
→ -16.2, 0.0, -0.2, 2.8
O=C1OC(c2ccc(F)cc2)=C/C1=C/c1ccc(Cl)cc1
→ 1.6, -0.1, 0.0, -2.7
N#Cc1cc2ccccc2oc1=O
→ 5.3, 0.9, 0.3, 1.6
CCC[C@@H]1NC(=O)[C@@H]2C[C@H](NC(=O)Nc3ccc(C(F)(F)F)cc3)CN2C1=O
→ -0.5, 1.4, 0.9, 6.4
COc1ccc(C(c2c(C)n(C)n(-c3ccccc3)c2=O)c2c(C)n(C)n(-c3ccccc3)c2=O)cc1
→ 0.5, 2.7, -0.1, 8.2
O=C(CCOc1ccccc1)Nc1ccnn1C1CCN(C(=O)CC2=CCCCC2)CC1
→ -10.9, 2.7, 0.0, -3.5
CCNC(=O)CN1C(=O)COc2ccc(C)cc21
→ 6.3, 0.0, 0.1, -9.8
COc1cc(OC)c(/C=C2/NC(=O)N(Cc3ccc(F)cc3)C2=O)c(OC)c1
→ -5.8, 6.2*, -0.1, -0.3
COCCCNc1nc2nonc2nc1NCCCSC
→ 12.0, -0.1, 0.1, 15.7
COc1cc(=O)n2c(c1C(=O)N1CCCC1)CCN(Cc1ccc(C)s1)CC2
→ -8.0, 1.8, 0.1, -1.4
CCC(C)n1c(=N)c(C(=O)NC2CCCC2)cc2c(=O)n3ccccc3nc21 (centres undefined)
→ -12.1, -1.4, 0.0, -12.9
Cc1ccc(N2C(=O)/C(=C/c3ccc(-c4ccc([N+](=O)[O-])cc4)o3)C=C2c2ccccc2)cc1
→ -14.5, -2.4, -0.1, -20.3
O=C1CCCC2=C1C(c1ccc(O)c(Cl)c1)C1=C(CCCC1=O)N2Cc1ccccc1
→ 2.0, -1.8, 0.1, -11.7
CCCCOc1cccc(C(=O)NC(=S)Nc2cccnc2)c1
→ -15.8, -2.2, -0.1, -12.8
OC(CN1C2=NCCCN2c2ccccc21)c1ccc(Br)cc1 (centres undefined)
→ -4.6, -0.8, 0.0, 3.5
CC(=O)c1ccc(NC(=O)c2csc3c2CCCCC3)cc1
→ -57.0, 0.3, 0.1, -0.1
Cc1cnc(-c2ccc3[nH]ccc3c2)nc1NCc1ccccc1
→ 15.4, -0.9, -0.2, 14.3

4 neighbouring records from above, for reference:
Every second line gives: TEAD-YAP block, GPR151 activ, FBW7 activator, MITF primary
O=C(Cn1cnc2ccccc21)Nc1cccc(-c2cn3c(n2)SCC3)c1
→ 4.3, -0.2, -0.1, 7.2
CCC(CC)C(=O)Nc1cc([N+](=O)[O-])ccc1Cl
→ -16.2, 0.0, -0.2, 2.8
O=C1OC(c2ccc(F)cc2)=C/C1=C/c1ccc(Cl)cc1
→ 1.6, -0.1, 0.0, -2.7
N#Cc1cc2ccccc2oc1=O
→ 5.3, 0.9, 0.3, 1.6

Going on with the list:
Every second line gives: TEAD-YAP block, GPR151 activ, FBW7 activator, MITF primary
COc1cccc(C(=O)N2CCN(Cc3ccc(C)cc3)CC2)c1
→ -4.9, -0.1, 0.7, 57.6*
COc1ccc(CNC(=O)c2c(C)nc3c(C)cccn23)cc1
→ 30.2, -0.2, -0.2, -5.2
NS(=O)(=O)c1ccc(NC(=O)c2ccc(N3C(=O)CCC3=O)cc2)cc1
→ 7.7, -0.5, 0.0, 1.6
CC1(C)C(c2ccccc2)=NC(c2ccc(F)cc2)N1O (centres undefined)
→ 9.9, -2.1, 0.3, 28.3
Cc1nc(SCC(=O)c2ccc(C(C)C)cc2)n[nH]1
→ -4.3, -0.8, 0.2, 12.2
CSc1ncccc1C(=O)OCc1ccc([N+](=O)[O-])cc1
→ 0.4, -1.2, 0.0, 13.0
COc1cc(/C=C2/N=C(c3ccccc3C)OC2=O)cc(OC)c1OC(C)=O
→ -13.1, 0.3, 0.3, -13.6
CCOc1ccc(/C=C/C(=O)Nc2ccc(I)cc2)cc1
→ -7.0, -0.6, 0.3, -21.4
CCOC(=O)CSc1nnc(-c2ccc(C)cc2)n1CC
→ -4.7, 0.9, 0.1, 4.0
O=C1C(c2onc(-c3ccccc3)c2O)=Nc2ccccc21
→ -7.8, -2.7, -0.3, -4.9
NS(=O)(=O)c1ccc(NC(=O)CSc2ncnc3sc4c(c23)CCCCC4)cc1
→ 4.9, -0.5, -0.1, -2.5
NC(=O)c1oc2ccccc2c1NC(=O)c1cc(Cl)cc(Cl)c1
→ -6.7, -0.4, 0.1, -8.6
COc1ccc(/C=c2\sc3nc(=O)c(Cc4ccccc4)nn3c2=O)cc1
→ 2.5, 3.1, 0.9, -2.0
Cc1ccc(C)c(OCC(=O)Nc2ccccc2C#N)c1
→ -10.9, -0.7, 0.3, -4.4
CCN(Cc1ccccc1)C(=O)Cn1cnc2c1c(=O)n(C)c(=O)n2C
→ -1.5, 0.2, 0.1, -5.2
Cc1cc(=O)n2nc(N3CCC(C(=O)NCCc4ccccc4)CC3)sc2n1
→ -1.7, 0.4, 0.0, 4.5
O=C(Nc1ccccc1C(=O)OC1CCCCCCCCCCC1)c1ccccc1
→ 4.4, -5.4, 0.1, 2.2
O=C(NCCCNC(=O)C(c1ccccc1)c1ccccc1)C(c1ccccc1)c1ccccc1
→ 6.8, -1.2, 0.5, 14.8
O=C(O)c1nc2ccccc2nc1C(=O)O
→ -29.5, 0.1, 0.1, 8.9
CCC(=O)Nc1cccc(-c2nc3cc(Cl)ccc3o2)c1
→ -71.8, 2.5, -0.1, -2.7
CCOC(=O)C1(Cc2cccc(Cl)c2)CCCN(C2CCN(C(C)=O)CC2)C1 (centres undefined)
→ 8.8, 0.1, 0.2, 4.8
COc1ccc(CNC(=O)c2cnc3ccccn23)cc1
→ -10.9, 0.4, -0.3, 8.0
O=C(Cn1c(=O)oc2ccccc21)NCCc1c[nH]c2ccccc12
→ -0.1, 0.5, 0.0, 8.6
CC1CC(C)(C)NC(=S)N1CCC(=O)Nc1cccc(F)c1 (centres undefined)
→ -1.0, -0.1, 0.0, 3.2
O=C(NC1CCCCCCC1)c1cccnc1
→ -7.7, -0.1, 0.0, -13.5
COc1ccc(-n2nc(C(=O)NC(C)C)c3c4ccccc4n(C)c3c2=O)cc1
→ 3.7, -1.1, 0.1, 12.4
O=C(Nc1nnc(-c2ccco2)o1)c1cc([N+](=O)[O-])ccc1Cl
→ 6.3, 3.9, 0.1, -0.7
CCOc1cc(/C=C2\NC(=S)NC2=O)ccc1OCCCOc1ccccc1OC
→ 15.2, -0.4, 0.1, 21.8
CC(C)C(=O)N1CCN(c2ccc(NC(=O)C(Cl)(Cl)Cl)cc2Cl)CC1
→ 6.4, 0.7, -0.1, 3.1
O=C(C1CCCCC1)N1CCC2(CC1)NC(=O)N(CCOc1ccccc1)C2=O
→ -3.5, 1.6, 0.1, 2.2
CCC(Sc1nnc2c3ccccc3n(CC)c2n1)C(=O)Nc1cccc(C(C)=O)c1 (centres undefined)
→ 3.4, 0.9, -0.2, -8.2
COc1ccccc1NC(=O)c1c(NC(=O)C(C)(C)C)sc2c1CCC(C(C)(C)C)C2 (centres undefined)
→ -1.0, -0.3, -0.1, 1.5
Nc1cc(=O)[nH]c(SCCC(=O)O)n1
→ 14.1&4.3, -1.0&-1.1, 0.1&1.1, 20.3&1.0
COC(=O)C(C(=O)OC)C(C[N+](=O)[O-])c1ccc(Br)cc1 (centres undefined)
→ -4.6, -0.5, -0.1, -3.0
NS(=O)(=O)c1ccc(NNC(=S)NC2CCCCC2)c([N+](=O)[O-])c1
→ 9.4, -1.6, 0.0, 10.5
O=C(Nc1cccc(Br)c1)c1ccn[nH]1
→ -56.8, -2.9, 0.7, 10.8
COc1ccc(CNC(=O)c2ccc(C#CC(C)(C)O)cc2)cc1
→ -11.5, -0.4, 0.0, -8.2
COc1cccc2cc(C(=O)NC(C)=O)c(=Nc3ccccc3)oc12
→ -32.9, 3.4, -0.1, -3.2
COc1ccc(C(C)NC(=O)C(=O)N/N=C/c2ccc(Cl)cc2)cc1 (centres undefined)
→ -3.5, -0.7, 0.4, 9.9
CCOC(=O)c1c(NC(=O)c2cc(-c3ccc(C)cc3C)nc3ccccc23)sc2c1CCC(C)C2 (centres undefined)
→ 0.6, 0.8, 0.4, 5.5
O=C(CN1C(=O)C(c2ccccc2)=NC12CCCCCC2)Nc1ccc2c(c1)OCO2
→ -2.1, -1.5, 0.1, 9.0
O=S(=O)(Nc1ccc(Oc2ccc3ccccc3c2Cl)c(Cl)c1)c1cccc2cccnc12
→ -4.6, -1.3, 0.1, 14.2
O=C(O)CC(Nc1ncnc2ccccc12)C(=O)O (centres undefined)
→ 4.0, -0.2, 1.6, 14.1
CCOc1cc(C(=O)OCC(=O)N2CCOCC2)cc(Cl)c1O
→ 4.1, 4.0, -0.1, -8.6
COc1ccccc1OS(=O)(=O)c1ccc(F)c(C)c1
→ 0.2, -0.3, 0.1, -5.9
CCOC(=O)Cc1csc(NC(=O)CSc2nc(N)c3c(C)c(C)sc3n2)n1
→ 1.7, -0.7, 0.4, -3.9
C/C(=N/NC(=O)COc1ccc(Cl)cc1Cl)c1ccccc1
→ -0.1, 1.5, 0.0, -7.1
COc1cccc(OCC(=O)N/N=C(\C)CC(=O)NCc2ccco2)c1
→ -2.5, 0.0, 0.5, 12.8
CC1CCCC(N(C)C(=O)Cn2c(=O)oc3cc(S(=O)(=O)N4CCCC4)ccc32)C1C (centres undefined)
→ 13.7, -0.3, -0.2, -2.9
Cn1c(=O)c2c(nc3n2CC(c2ccccc2)=NN3)n(C)c1=O
→ 9.7, 0.8, -0.2, -5.9
N#CC1=C(N)Oc2n[nH]c(C(F)(F)F)c2C1c1cccs1 (centres undefined)
→ 2.0, -1.4, 0.1, 9.9
CCOC(=O)c1c(CN2CCOCC2)n(-c2ccccc2)c2cc(Br)c(OC)cc12
→ 4.2, 0.5, 0.7, 12.8
Cc1cccc(CNC(=O)CC2C(=O)NCCN2CCCc2ccccc2)c1 (centres undefined)
→ 13.5, -0.6, 0.0, 4.1
O=C(Nc1c(-c2ccc(F)cc2)nc2ccccn12)c1cccc([N+](=O)[O-])c1
→ 4.8, -0.7, 0.8, 3.9

Assay outcomes (PubChem)
